From PubChem
TbREL1 primary – TbREL1 inhibition, primary screen; inhibition, % at 9.66 µM; P86926; TbREL1 RNA ligation, FRET fluorescence; 89,000 compounds, 0.49% hits;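 active = inhibition above the mean inhibition across all screened compounds plus 3 SD, cut at about 11% in these data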;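 also: 0% = plate median of test wells and 100% = NSC42067 control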
Target sequence (P86926 whole entry, looked up): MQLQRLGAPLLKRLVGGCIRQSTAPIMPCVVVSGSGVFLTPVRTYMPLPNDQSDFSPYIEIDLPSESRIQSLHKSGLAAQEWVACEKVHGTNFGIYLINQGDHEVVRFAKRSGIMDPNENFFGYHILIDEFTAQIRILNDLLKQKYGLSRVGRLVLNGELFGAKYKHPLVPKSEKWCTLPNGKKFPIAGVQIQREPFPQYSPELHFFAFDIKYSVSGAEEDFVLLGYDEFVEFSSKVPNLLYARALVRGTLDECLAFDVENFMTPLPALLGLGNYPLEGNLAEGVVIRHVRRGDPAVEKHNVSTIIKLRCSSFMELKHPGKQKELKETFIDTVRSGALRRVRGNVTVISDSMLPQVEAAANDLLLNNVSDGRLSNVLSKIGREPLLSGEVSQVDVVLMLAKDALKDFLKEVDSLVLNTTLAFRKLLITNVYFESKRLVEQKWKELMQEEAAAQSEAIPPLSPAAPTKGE
* = called active by the depositor.

SMILES	TbREL1 primary
COc1cc(OC)cc(C(=O)NNC(=O)C(CCC(N)=O)NS(=O)(=O)c2ccc(Cl)cc2)c1 (stereo not drawn)	-1
CC1CC1C(=O)OCC(=O)Nc1cc(S(=O)(=O)N2CCCCC2)ccc1Cl (stereo not drawn)	1
Cc1nnc(NC(=O)C2CC(=O)N(Cc3ccccc3)C2)s1 (stereo not drawn)	1
Cc1ccc(NC(=O)CSc2ccccc2)cc1S(=O)(=O)N1CCCCC1	3
Nc1ccc(CCc2ccccn2)cc1	-4
O=C(CN1C(=O)NC(Cc2c[nH]c3ccccc23)C1=O)Nc1ccccc1C(F)(F)F (stereo not drawn)	2
NC(=S)n1[nH]c(-c2ccc([N+](=O)[O-])cc2)c(N=Nc2ccccc2[N+](=O)[O-])c1=O	0
COc1ccccc1C(=O)N=C1SC2CS(=O)(=O)CC2N1c1ccccc1 (stereo not drawn)	0
COc1ccc(NC(=O)CSc2nc(C)cs2)cc1	7
CN(C)[C@@H]1CCN(c2cccc3c2S(=O)(=O)N2CC[C@@H](C2)O3)C1	4
CCOC(=O)c1cccc(S(=O)(=O)N(CCO)Cc2cc3cc(OC)c(OC)cc3[nH]c2=O)c1	-1
CCc1ccc2oc(-c3cccc(N)c3)nc2c1	-2
CCOc1ccccc1C1C(C(N)=O)=C(C)Nc2nc(-c3ccccc3Cl)nn21 (stereo not drawn)	-2
COc1ccc(C(=O)Nc2ccc(-c3ccc(NC(=O)c4ccc(OC)cc4)c(OC)c3)cc2OC)cc1	2
O=C1NCCCCC1NC1CC(=O)N(c2ccccc2)C1=O (stereo not drawn)	-1

Carrying on:
SMILES	TbREL1 primary
CN(C(=O)c1ccc(NC(=O)Cc2ccc(NC(=O)C3CCCN(C(=O)C4CCCC4)C3)cc2)cc1)C1CC1 (stereo not drawn)	5
C[C@H](CO)N1C[C@H](C)[C@@H](CN(C)Cc2ccc(-c3ccccc3)cc2)Oc2c(NS(=O)(=O)c3ccccc3)cccc2C1=O	-2
Cc1ccccc1OCc1nnc(SCC(=O)Nc2ccc3c(c2)oc2ccccc23)n1C	5
COCc1c(C(=O)N/N=C(\C)c2ccc(Cl)s2)nnn1-c1nonc1N	3
CCOC(=O)C1=C(C)NC(=O)NC1c1ccc(-c2ccc(Cl)cc2)o1 (stereo not drawn)	0
COc1ccc2nc(NC(=O)CCN3C(=S)NC(C)(C)CC3C)sc2c1 (stereo not drawn)	-5
Cc1cc(C)c(CN2CCC(n3nccc3NC(=O)C3CCOC3)CC2)cc1C (stereo not drawn)	-3
CCn1c2ccccc2c2cc(NC(=O)c3cccc([N+](=O)[O-])c3)ccc21	7
Cn1c(=O)c(=O)n(C)c2cc(S(=O)(=O)N3CCCC3C(=O)Nc3ccccc3F)ccc21 (stereo not drawn)	2
Cc1cc(C)c(C#N)c(N)n1	2
COc1ccccc1CNC(=O)c1ccccc1C(=O)NC(C)(C)C(=O)NCc1ccccc1OC	-1
Cc1cc(C)n2nc(S(=O)(=O)N(CC(C)C)CC(C)C)nc2n1	-4
c1ccc(C2=NOC(c3nnc(-c4ccccc4)o3)C2)cc1 (stereo not drawn)	2
C[C@H](NC(=O)c1nc[nH]c1C(=O)OCc1ccccc1)c1ccccc1	-1
CC1(c2cccc(Br)c2)NC(=O)N(CC(=O)N2CCc3ccccc32)C1=O (stereo not drawn)	0

Going on with the list.
SMILES	TbREL1 primary
CC1(C)Cc2nc3oc4c(NCc5ccccc5)ncnc4c3cc2CO1	-4
COc1ccc(N(Cc2ccccc2)C(=O)CSc2nnc(Cn3nnc4ccccc43)o2)cc1	-3
CC(=O)Nc1ccc(-c2nnc(SCc3c(C)cc(C)cc3C)n2C)cc1	0
COC(=O)C1=C(C)NC(C)=C(C(=O)OC)C1c1ccc(-c2cccc(Cl)c2Cl)o1	-4
COc1ccc(C(=O)c2ccc([N+](=O)[O-])cc2Cl)cc1	-1
CCOC(=O)[C@H]1[C@H]2COc3ccc(OC)cc3[C@@H]2N2C(=O)CN(Cc3ccco3)C(=O)[C@@]12C	-2
CCOC(=O)c1noc2c1CCC2	0
Cn1c(SCc2nc3ccccc3[nH]2)nnc1-c1cccnc1	-1
Cc1ccc(CNC(=O)C2CC(c3cccc(F)c3)=NO2)cc1 (stereo not drawn)	0
CC(C)(C)OC(=O)C[C@@H]1C/C=C\C[C@H](CC(=O)NCCO)C(=O)NC[C@@H](c2ccccc2)OC1=O	-4
CCN(Cc1ccccc1)C(=O)C1CCN(Cc2ccc(OC)c(OC)c2OC)CC1	2
C=COCCNC(=O)C(=O)NCC(C)C	-1
Brc1ccccc1C1=Nn2c(nnc2-c2ccccc2)SC1	6
Cc1cc(C)n(CCC(=O)N2c3ccccc3CC2C)n1 (stereo not drawn)	4
O=C(CSc1nnc(Nc2ccccc2F)s1)NC(=O)CN1CCCC1=O	0

(list continues)
SMILES	TbREL1 primary
CCCCn1c(SCc2nc3ccccc3s2)nc2cc(S(N)(=O)=O)ccc21	6
O=[N+]([O-])c1cccnc1Oc1ccccc1F	2
COc1ccc(CCN2C(=O)CCC2(C)C(=O)NCc2cccnc2)cc1OC (stereo not drawn)	3
CCOc1ccc2nc(NC(=O)C3CCCN(S(=O)(=O)c4c(C)noc4C)C3)sc2c1 (stereo not drawn)	-3
CC(=O)c1ccc(N2CCN(S(=O)(=O)c3cc4[nH]c(=O)c(=O)[nH]c4cc3C)CC2)cc1	-1
O=C(Cn1nnc(-c2ccccc2F)n1)Nc1cccc2ncccc12	0
CC(OC(=O)c1ccc(-c2ccc([N+](=O)[O-])cc2)o1)C(=O)NC(N)=O (stereo not drawn)	2
Fc1cc(Br)cc(F)c1NC(=S)N1CCOCC1	-1
CC(C)(C)C(=O)NC1(C(F)(F)F)C(=O)Nc2c1c(=O)[nH]c(=O)n2Cc1ccco1 (stereo not drawn)	6
COCCN(C(=O)COC(=O)c1ccc(C)s1)c1c(N)n(Cc2ccccc2)c(=O)[nH]c1=O	-1
O=C(CCCOc1ccccc1)NN1C(=O)NC2(CCCCC2)C1=O	-1
COc1cc(C2Nc3ccccc3C(=O)N2c2ccccc2OC)ccc1O (stereo not drawn)	-2
O=C(COC(=O)C12CC3CC(CC(Cl)(C3)C1)C2)Nc1ccc2[nH]c(=O)[nH]c2c1	1
CC(C)Oc1ccc(CCNC(=O)C2CCC(=O)N(Cc3cccc(F)c3)C2)cc1 (stereo not drawn)	2
COc1cc(OC)cc(C(=O)OC(C)C(=O)NC2CCCc3ccccc32)c1 (stereo not drawn)	-1

Next results:
SMILES	TbREL1 primary
O=C1c2ccccc2C(c2nnnn2Cc2ccccc2)N1Cc1cccc(F)c1 (stereo not drawn)	-4
COc1ccc(CN(C(=O)CNC(=O)c2ccco2)C(C(=O)NCC2CCCO2)c2ccc(OC)c(OC)c2)cc1 (stereo not drawn)	0
O=C(CN1CCN(Cc2ccc3c(c2)OCO3)CC1)c1c[nH]c2ccccc12	-2
CCCOC(=O)c1ccc(-c2c(C)noc2-c2ccc(OC)cc2O)o1	-1
COc1ccc(CNC(=O)c2ccc(-c3ccc(F)c(F)c3)c3ccoc23)cc1OC	0
COc1ccccc1NS(=O)(=O)c1ccc(C(=O)NCCCn2ccnc2)cc1	1
Cc1csc2cc(-c3cccc([N+](=O)[O-])c3)c(-c3cccc([N+](=O)[O-])c3)c[n+]12	2
CC1CCCC(C(=O)O)N1C(=O)CCSSCCC(=O)N1C(C)CCCC1C(=O)O (stereo not drawn)	0
Cc1cc(C(=O)Nc2cccc(S(=O)(=O)N3CCOCC3)c2)c2ccccc2n1	-4
C=CC[C@@H](CC(=O)N[C@H](CO)Cc1ccccc1)C(=O)NCCOC(=O)[C@@H](CC=C)CC(=O)OC(C)(C)C	-1
Cc1nn(S(=O)(=O)c2cccc([N+](=O)[O-])c2)c(C)c1S(=O)(=O)N1CCOCC1	6
O=C(OCC(=O)N1CCCc2ccccc21)c1cc(Br)ccc1O	0
Nc1nc(-c2cccnc2)nn1C(=O)CCc1ccccc1	0
COc1ccc(OC)c(C(=O)CSc2nc3cccnc3n2C)c1	-2
CCC(C)CCN1C(Nc2ccccc2)=NC[C@@H]1C (stereo partly drawn)	5

Further records
SMILES	TbREL1 primary
Fc1ccc(-c2nnc(-n3nnc4ccccc43)c3ccccc23)cc1	3
CC(=O)N/C(=C\c1ccccc1)C(=O)OC/C=C/c1ccccc1	0
COC(=O)[C@]12C[C@H](CC(=O)NCCCCc3ccccc3)C(=O)N(Cc3ccc(Cl)cc3Cl)C1=C[C@H](C1CCCC1)O[C@@H]2C	0
COC(=O)C(C)(C)ONC(=O)Nc1ccc(C)cc1	-1
FC(F)(F)c1nc(-c2cccs2)ncc1-c1nnnn1-c1ccc(Cl)cc1	6
COc1ccc(OC)c(N2CC(O)=C(c3nc4ccccc4s3)C2=N)c1	-4
COC(=O)[C@]12CCCCC=C1N(CCC1=CCCCC1)C(=O)[C@H](CC(=O)NCCc1ccccc1OC)C2	-4
CC(C)CC1(C(=O)NCCc2c[nH]c3ccccc23)C=CCN1C(=O)c1ccccc1 (stereo not drawn)	-6
Cc1noc(C)c1S(=O)(=O)N1CCN(c2ccc(Cl)cc2)CC1	3
COc1ccc(-n2nnnc2SCC(=O)Nc2cc(OC)c([N+](=O)[O-])cc2C)cc1	1
CCC(C)NC(=O)CSc1nc2ccsc2c(=O)n1-c1ccc(OC)cc1 (stereo not drawn)	-2
COc1ccc(CNC(C)C(=O)Nc2ccc3ccccc3c2)cc1OC (stereo not drawn)	-1
CCc1cccc(C)c1NC(=O)CN(C)Cc1ccccc1F	2
COc1ccc(C(=O)N2CCC[C@H]2C(=O)N2CCC[C@@H]2C(=O)NCc2ccccc2)cc1F	0
Cc1ccc(-c2nnc(SCC#N)n2N)cc1	3

Of the compounds above, twelve have an aryl thioether with sulfur outside any ring.
SMILES	TbREL1 primary
Cc1ccc(NC(=O)CSc2ccccc2)cc1S(=O)(=O)N1CCCCC1	3
COc1ccc(NC(=O)CSc2nc(C)cs2)cc1	7
Cc1ccccc1OCc1nnc(SCC(=O)Nc2ccc3c(c2)oc2ccccc23)n1C	5
COc1ccc(N(Cc2ccccc2)C(=O)CSc2nnc(Cn3nnc4ccccc43)o2)cc1	-3
CC(=O)Nc1ccc(-c2nnc(SCc3c(C)cc(C)cc3C)n2C)cc1	0
Cn1c(SCc2nc3ccccc3[nH]2)nnc1-c1cccnc1	-1
O=C(CSc1nnc(Nc2ccccc2F)s1)NC(=O)CN1CCCC1=O	0
CCCCn1c(SCc2nc3ccccc3s2)nc2cc(S(N)(=O)=O)ccc21	6
COc1ccc(OC)c(C(=O)CSc2nc3cccnc3n2C)c1	-2
COc1ccc(-n2nnnc2SCC(=O)Nc2cc(OC)c([N+](=O)[O-])cc2C)cc1	1
CCC(C)NC(=O)CSc1nc2ccsc2c(=O)n1-c1ccc(OC)cc1 (stereo not drawn)	-2
Cc1ccc(-c2nnc(SCC#N)n2N)cc1	3

(more compounds)
SMILES	TbREL1 primary
c1coc(CNc2nc3nonc3nc2NCc2ccco2)c1	6
CC(C)n1cc(/C=N\NC(=O)c2cc3c(ccc4ccccc43)o2)c2ccccc21	4
O=C1Nc2ccccc2C12OCCCCO2	-1
Cc1ccc2c(c1)nnn2C1CCN(CC(=O)N2c3ccccc3CC2C)CC1 (stereo not drawn)	-5
C#CCOCCOCCOCCNc1nc(N2CCOCC2)nc(N2CCN(C(=O)CCCCCCCCCCNC(=O)[C@H](CO)n3cc(CCCSC)nn3)CC2)n1	-3
CC(=O)Nc1ccc(C(=O)NNS(=O)(=O)c2ccc(C)cc2)cc1	1
CC(=O)c1ccc(S(=O)(=O)NCCCC(=O)N(C)Cc2ccc3c(c2)OCO3)cc1	-2
CCOC(=O)CCNC(=O)CNC(=O)OCc1ccccc1	-3
COc1ccc(C2=CC(c3cc(OC)c(OC)c(OC)c3)NC(=S)N2)cc1 (stereo not drawn)	-7
Cc1ccc(C(=O)NC=C(Cl)Cl)cc1	1
COc1ccc(S(=O)(=O)Nc2ccc(Cl)cn2)c(C)c1C	3
Cc1ccc(C)c(N2CCN(C(=O)c3ccc(NS(=O)(=O)c4c(C)noc4C)cc3)CC2)c1	-2
CC(C)=NOCC(=O)Nn1c(COc2c(C)cccc2C)nc2ccccc2c1=O	5
COc1ccc(NC(=O)C2CCN(S(=O)(=O)c3c(C)nn(C)c3C)CC2)cc1	-1
COc1ccc(C(NC(=O)C2CCN(CCOc3ccc(F)cc3)CC2)c2cccs2)cc1 (stereo not drawn)	0

Next compounds.
SMILES	TbREL1 primary
COC(=O)C1=C[C@@H](C(=O)OC)[C@@H]2C3=C(C(=O)C2(C)C)[C@H](c2ccccc2)[C@@H]2C(=O)N(C)C(=O)[C@@H]2[C@@H]3C1	2
CSc1ccc(C(=O)C2CCCN(C(=O)CCc3c(C)nn(C)c3C)C2)cc1 (stereo not drawn)	-1
Cc1nn(C)c(C)c1C1Nc2ccccc2C(=O)N1O (stereo not drawn)	2
COc1cc(CN2C(=O)C(C)ON=C2c2ccccc2F)cc(OC)c1 (stereo not drawn)	-1
COc1ccc(Cl)cc1NC(=O)CSc1nnc(Cc2cccn2C)n1-c1ccc(F)cc1	-4
COc1cccc(C(=O)N2CCN(C(=O)c3cccc(F)c3)CC2)c1	-3
COc1cc(Nc2nc(-c3ccccc3)c3cc(C)ccc3n2)cc(OC)c1OC	1
CCSc1nnc(Nc2ccc(C)cc2)s1	-1
Cc1ccsc1/C=C1/SC(N2CC(C)OC(C)C2)=NC1=O (stereo not drawn)	2
O=C(Cc1cccs1)NNC(=S)NC(=O)c1ccc(F)c(F)c1	-2
COc1ccc2c(C)cc(SCC(=O)NC3CCCC3)nc2c1	-1
COCCCNC(=O)CCC(=O)Nc1ccc2nc(N3CCOCC3)cc(C)c2c1	-1
COc1ccc(-c2nn(-c3ccccc3)cc2/C=C(\C#N)C(N)=O)cc1[N+](=O)[O-]	7
O=C(C[C@H]1C(=O)N(Cc2ccccc2)C[C@@H]1Cc1ccccc1)Nc1ccccc1	0

These rows are one share of the data; count on the stated rates, not on these rows.
